From PubChem BioAssay
CHT allo act = CHT positive allosteric modulators, primary screen, cell-based, membrane potential dye, choline EC20 | CHT-expressing cells; active compounds read high; LV-AA mutant CHT in HEK293 cells | hit rate 0.49% among 310,000 | High affinity choline transporter 1 (Homo sapiens), Q9GZV3 | B-score at 10 µM;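 active means initial fluorescence not abnormally high and integrated response B-score, plate-corrected, over 3 SD above library mean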
Target sequence (Q9GZV3 whole entry, looked up): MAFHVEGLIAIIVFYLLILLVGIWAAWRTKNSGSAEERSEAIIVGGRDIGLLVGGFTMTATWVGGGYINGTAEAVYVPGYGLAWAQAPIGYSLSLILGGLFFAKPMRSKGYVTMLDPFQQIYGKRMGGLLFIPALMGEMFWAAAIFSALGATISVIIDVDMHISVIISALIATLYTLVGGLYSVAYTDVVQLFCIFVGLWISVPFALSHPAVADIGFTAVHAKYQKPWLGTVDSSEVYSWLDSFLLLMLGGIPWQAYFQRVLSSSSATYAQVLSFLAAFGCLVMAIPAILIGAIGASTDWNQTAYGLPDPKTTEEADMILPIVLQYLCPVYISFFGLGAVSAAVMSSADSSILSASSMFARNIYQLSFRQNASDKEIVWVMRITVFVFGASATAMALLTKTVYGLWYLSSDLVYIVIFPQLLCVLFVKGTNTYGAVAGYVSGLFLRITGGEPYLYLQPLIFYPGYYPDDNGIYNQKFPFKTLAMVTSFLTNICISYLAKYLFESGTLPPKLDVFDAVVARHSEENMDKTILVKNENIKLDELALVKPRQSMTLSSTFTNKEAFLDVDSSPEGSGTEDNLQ
CHT inh = inhibitors of human choline transporter CHT; High affinity choline transporter 1 (Homo sapiens), Q9GZV3; CHT-expressing cells, membrane potential dye, choline response; active compounds read low; B-score at 10 µM; hit rate 0.86% among 310,000; AID 488975, 2010;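 active means B-score over 3 SD under the library average, and starting fluorescence ratio not unusually high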;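 further: choline stimulus applied at its EC90 after an EC20 pre-addition; B-score computed on integrated fluorescence ratio after choline addition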
Calls only; i = inactive.

Structure | CHT allo act | CHT inh
Cc1ccc(NC(=O)/C=C/c2ccc([N+](=O)[O-])s2)c(C)c1 | i | i
CCOc1ccc(CSC(=N)N)cc1Cl | i | i
Cc1ccc(S(=O)(=O)N2CCCC2CNC(=O)C(=O)Nc2ccc(F)cc2)cc1 (stereo not given) | i | i
COc1ccc(/C=C/C(=O)NCCSCc2ccco2)cc1 | i | i
CCOC(=O)/C=C1\SCC(=O)N1Cc1ccc(Br)cc1 | i | i
COc1ccc(NC(=O)CCN2C(=O)[C@@H]3[C@H](C2=O)[C@H]2C=C[C@@H]3C2)cc1 | i | i
O=C(NC1CC1)c1ccc(NS(=O)(=O)c2ccc(F)cc2)cc1 | i | i
CC(=O)NC(Cc1ccc(F)cc1)C(=O)NC1CCN(C(=O)Nc2ccccc2C)CC1 (stereo not given) | i | i
CCOC(=O)Cc1c(C)nc(N)[nH]c1=O | i | i
CC(C)(C)c1ccc(Cn2c(=O)cnc3ccccc32)cc1 | i | i

Other records follow:
Structure | CHT allo act | CHT inh
CC(C)CNC(=O)CSc1ccc(Cl)cc1 | i | i
N#Cc1cc2ccccc2nc1N | i | i
CC(C)CCN(C(=O)COc1ccc(C#N)cc1)c1c(N)n(Cc2ccccc2)c(=O)[nH]c1=O | i | i
CSc1ncccc1C(=O)NCc1ccc(C)cc1 | i | i
Cc1ccc(-c2nc(N)n(C(=O)c3cccnc3)n2)cc1 | i | i
O=c1ccc(=O)n2n1CC(O)C2 | i | i
CC1Oc2ccccc2N(CC(=O)N2CCCCC2)C1=O (stereo not given) | i | i
Clc1ccccc1Cn1nnc2ccccc21 | i | i
Cc1nn(C)c(C)c1NC(=O)c1ccc(S(=O)(=O)N(C)C)cc1 | i | i
Cc1ccsc1C(=O)NNC(=O)COc1ccccc1Cl | i | i

Next part:
Structure | CHT allo act | CHT inh
COc1cccc(/C=C/C(=O)OCC(=O)Nc2ccccc2Sc2ccccc2)c1 | i | i
COc1ccc(/C=C2\C(=O)NCC(=O)N2C)cc1 | i | i
Cc1ccc(S(=O)(=O)N(C)c2ccc(C)c([N+](=O)[O-])c2)cc1 | i | i
CC1=CC(=O)C(C(C)C)=C/C1=N\OC(=O)c1cccc2nc(C)oc12 | i | i
CCOCCCNC(=O)C(c1ccc(Cl)cc1)N1CCN(c2ccccc2)CC1 (stereo not given) | i | i
C=CCNc1nc(N2CCCC2)nc2ccccc12 | i | i
Cc1cc(C)n2c(SCC(=O)Nc3c(C)n(C)n(-c4ccccc4)c3=O)nnc2n1 | i | i
CC(=O)c1cccc(NC(=O)CCc2nnc3ccc(NCc4ccco4)nn23)c1 | i | i
COc1ccc(C(NC(=O)CC(C)C)c2c(O)ccc3ccccc23)cc1 (stereo not given) | i | i
N#Cc1ccc(CSCC(=O)O)cc1 | i | i

The results go on:
Structure | CHT allo act | CHT inh
COc1ccc(C2(c3ccc(OC)cc3)NC(=O)N(CC(=O)NC(C)C)C2=O)cc1 | i | i
CN(C)S(=O)(=O)c1cccc(NC(=O)CCc2nc3cc(S(=O)(=O)N4CCOCC4)ccc3n2C)c1 | i | i
O=C(Nc1ccc(C2=NCCN2)cc1)c1ccc(Cl)c(C(=O)Nc2ccc(C3=NCCN3)cc2)c1 | i | i
CC(C)C(=O)Nc1nnc(S(=O)(=O)N(C)c2ccc(Cl)cc2)s1 | i | i
CC(=O)Nc1ccc(NC(=O)c2ccc(NC(=O)c3ccccc3)cc2)cc1 | i | i
C/C(N)=C(/C#N)C(=O)CSc1n[nH]c(-c2ccccc2Br)n1 | i | i
COc1cccc(-c2nn(-c3ccccc3)cc2CO)c1 | i | i
O=C(NCc1ccccc1)c1ccc2nccnc2c1 | i | i
COc1cc(-c2noc(C)c2-c2ccc3[nH]ccc3c2)cc(OC)c1OC | i | i
Cc1ccc(C2C3=C(CC(C)(C)CC3=O)OC3=C2C(=O)CC(C)(C)C3)cc1 | i | i

(next part)
Structure | CHT allo act | CHT inh
O=C1CN(c2ccc(Cl)cc2)C2(CCCCC2)S1 | i | i
CC(C)Cc1nc(Cl)c(C#N)c2c1CCC2 | i | i
COC(=O)c1ccccc1NC(=O)CCn1c(=O)oc2ccccc21 | i | i
CCNC(=S)NNC(=O)CC(C)C | i | i
CSCC[C@H](NC(=O)[C@@H]1CSC2c3ccccc3C(=O)N21)C(=O)NCc1ccco1 (stereo not given in full) | i | i
Cc1cc(NC(=O)CCC(=O)N(c2ccccc2)C(C(=O)NC2CCCC2)c2cccs2)no1 (stereo not given) | i | i
Cc1ccc2[nH]c3c(=O)n(N)c(C)nc3c2c1 | i | i
COCCN(C(=O)COC(=O)c1cc2c(s1)CCCC2)c1c(N)n(Cc2ccccc2)c(=O)[nH]c1=O | i | i
CCN(CC)CCNC(=O)c1ccc(Sc2ccc(Cl)cc2)c(NC(C)=O)c1 | i | i
COc1ccc(S(=O)(=O)Oc2cccc(C(=S)N3CCOCC3)c2)cc1 | i | i

(more compounds)
Structure | CHT allo act | CHT inh
COc1ccc(C2c3c(ncn(CCCO)c3=N)Oc3ccc4ccccc4c32)cc1 (stereo not given) | i | i
Cc1ccc(Nc2nc(OC(C(F)(F)F)C(F)(F)F)nc(N3CCOCC3)n2)cc1 | i | i
Cc1ccc(S(=O)(=O)N2CCN(c3cccc(C)c3)CC2)cc1 | i | i
O=C(NCc1ccccc1)N1CCCC1 | i | i
O=C(N/N=C\c1cc(Cl)ccc1O)c1ccc(S(=O)(=O)N2CCCCC2)cc1 | i | i
CSc1ncc(C(=O)Nc2ccccc2F)c(-c2ccccc2)n1 | i | i
Cc1cc2ccccc2n1CCNCc1c(C(=O)N2CCOCC2)nc2ccccn12 | i | i
Cc1cccc(C2N=C(N)Nc3nc4ccccc4n32)c1 (stereo not given) | i | i
COc1ccc(OC)c(C2C(C(=O)c3cccs3)=C(O)C(=O)N2CCN(C)C)c1 (stereo not given) | i | i
Cc1cc(=O)nc2c3ccccc3n(CC(=O)NCCCN3CCCC3=O)n12 | i | i

Next records follow.
Structure | CHT allo act | CHT inh
O=C(O)c1cccc(NC(=O)c2ccccc2NC(=O)c2ccccc2F)c1 | i | i
CCCCNC(=O)c1ccccc1C(=O)NCCCC | i | i
CC(=O)NS(=O)(=O)c1ccc(NC(=O)c2cc(-c3ccc(C)cc3)nc3ccccc23)cc1 | i | i
Cc1cc(C)nc(CC(N)=O)n1 | i | i
COc1ccc(/C=N/NC(=O)CCSc2nc3ccccc3s2)cc1OC | i | i
Cc1ccc(S(=O)(=O)N2CCOCC2)cc1NC(=O)CN1CCC(Cc2ccccc2)CC1 | i | i
O=C(Nc1nc2ccccc2[nH]1)c1ccccc1[N+](=O)[O-] | i | i
CCCCNC(NCCCC)=C(S(=O)(=O)CC)S(=O)(=O)CC | i | i
Cc1ccc(O)c(NC(=O)COc2cc(C)ccc2C)c1 | i | i
OCc1nc2ccccc2n1Cc1c(F)cccc1Cl | i | i

Other entries.
Structure | CHT allo act | CHT inh
CCc1nnc(NC(=O)CSc2nnc(-c3ccccc3O)n2-c2ccc(C)cc2)s1 | i | i
CC(OC(=O)c1ccccc1C(=O)N(C)c1ccccc1)C(=O)Nc1ccccc1[N+](=O)[O-] (stereo not given) | i | i
CCO/C([O-])=N/c1sn[n+](C)c1C | i | i
COC(=O)CC1C(=O)NCCN1C(=S)Nc1ccccc1Cl (stereo not given) | i | i
O=C(c1cc2ccccc2o1)c1cccs1 | i | i
Cc1ccc(-c2cc(C(=O)N(C)Cc3cnn(C)c3C)c3cc(Br)ccc3n2)cc1 | i | i
COc1ccccc1C(=O)O/N=C1/CCCc2c1ccc(OC)c2[N+](=O)[O-] | i | i
Cc1cc(NC(=O)/C(C#N)=C/c2ccco2)n(-c2ccccc2)n1 | i | i
COc1ccccc1C(=O)NCCn1cc(SCC(=O)NCc2ccco2)c2ccccc21 | i | i
COc1cc2c(cc1NC(=O)CSc1nc3ccc(C)cc3[nH]1)oc1ccccc12 | i | i

Next part:
Structure | CHT allo act | CHT inh
Cc1ccc(O)c(CNc2nc3ccccc3n2C)c1 | i | i
COc1ccc2oc(C)c(C(=O)c3ccc(C)cc3)c2c1 | i | i
FC(F)(F)c1cc(-c2cccs2)nc2cc(-c3ccccc3)nn12 | i | i
CC(=O)Oc1ccc(-c2ccc(C(=O)NCCc3ccc(S(N)(=O)=O)cc3)cc2)cc1 | i | i
CCN(CC)C(=O)Cn1cc(C(=O)C(=O)N2CCc3ccccc32)c2ccccc21 | i | i
CCCCCn1c(CCCNC(=O)CC)nc2ccccc21 | i | i
COC(=O)c1ccc2[nH]c(C)cc(=O)c2c1 | i | i
CCOC(=O)c1c(C)[nH]c(C)c1C(=O)CSc1nc2ccccc2c(=O)n1-c1ccc(Cl)cc1 | i | i
C#CCNC(=O)C1=C[C@@H](c2csc3ccccc23)C[C@@H](OCc2ccc(CO)cc2)O1 | i | i
Cc1c(NC(=O)C(C)N2C(=O)C3CCCCC3C2=O)c(=O)n(-c2ccccc2)n1C (stereo not given) | i | i

4 entries out of the list, sorted by length of the SMILES, descending:
Structure | CHT allo act | CHT inh
Cc1ccc(-c2cc(C(=O)N(C)Cc3cnn(C)c3C)c3cc(Br)ccc3n2)cc1 | i | i
COc1cc2c(cc1NC(=O)CSc1nc3ccc(C)cc3[nH]1)oc1ccccc12 | i | i
COc1ccc(C2c3c(ncn(CCCO)c3=N)Oc3ccc4ccccc4c32)cc1 (stereo not given) | i | i
CC(C)Cc1nc(Cl)c(C#N)c2c1CCC2 | i | i

One compound at a time, from the list above. Order of values: CHT allo act, CHT inh
Cc1c(NC(=O)C(C)N2C(=O)C3CCCCC3C2=O)c(=O)n(-c2ccccc2)n1C (stereo not given) is entered as i, i
COC(=O)c1ccc2[nH]c(C)cc(=O)c2c1 is entered as i, i
COc1ccc2oc(C)c(C(=O)c3ccc(C)cc3)c2c1 is entered as i, i
Cc1ccc(O)c(CNc2nc3ccccc3n2C)c1 is entered as i, i

The list continues:
Structure | CHT allo act | CHT inh
COc1ccc(OCc2cc(C(=O)N3C[C@@H](C)O[C@@H](C)C3)no2)c(Cl)c1 | i | i
CCCCCOC(=O)C1=C(C)N(C)C(=O)NC1c1cc(Br)c(O)c(OC)c1 (stereo not given) | i | i
CN(C)c1ccc(/C=C(\C#N)C(=O)c2ccccc2)cc1 | i | i
CNc1ccccc1NC(=O)C1CCCN1C(=O)OCc1ccccc1 (stereo not given) | i | i
Cc1ccc(-c2ccc(/C=N\NC(=O)c3cc4c(ccc5ccccc54)o3)o2)cc1[N+](=O)[O-] | i | i
Cc1cccc2nc3ccccc3cc12 | i | i
COc1ccc(OC)c(NC(=O)c2ccc(-c3csc(C)n3)cc2)c1 | i | i
O=C(Nc1ccc(S(=O)(=O)N2CCCCC2)cc1)C1CCN(C(=O)c2ccco2)CC1 | i | i
CCOC(=O)C1(Cc2ccc(OC)cc2)CCN(C(=O)CCN2CCCC2=O)CC1 | i | i
COc1ccc2[nH]c3nc(SCC(=O)NNC(=O)c4ccc(OC)c(OC)c4)nnc3c2c1 | i | i

(continued)
Structure | CHT allo act | CHT inh
CC(=O)c1cccc(NC(=O)NNC(=O)c2ccc(Cl)cc2Cl)c1 | i | i
N/C(=N\OC(=O)Cc1ccccc1)c1ccccn1 | i | i
O=C(c1ccccc1)c1c[nH]c2cc3c(cc2c1=O)OCCO3 | i | i
Cc1cc(=O)oc2cc(OCC(=O)OCC(=O)NCCc3ccccc3)ccc12 | i | i
CCOC(=O)c1c(-c2ccccc2)nnn1-c1nc(OC)nc(N2CCOCC2)n1 | i | i
COc1ccccc1NS(=O)(=O)c1cc(N2Cc3ccccc3C2=N)ccc1N1CCOCC1 | i | i
COC(=O)c1sc(N2C(=O)C(O)=C(C(=O)c3ccc(C)o3)C2c2ccc(OC)c(OC)c2)nc1C (stereo not given) | i | i
O=C(COC(=O)C1CCN(S(=O)(=O)c2cccs2)CC1)c1ccc2c(c1)OCCO2 | i | i
CCOC(=O)c1c(NC(=O)CN2C(=O)NC3(CCCCC3C)C2=O)sc(C)c1CC (stereo not given) | i | i
CSc1nn(-c2ccc(C(=O)OC(C(=O)NC(N)=O)C(C)C)cc2)c(=S)s1 (stereo not given) | i | i

(list continues)
Structure | CHT allo act | CHT inh
Clc1ccc2oc(-c3cccnc3)nc2c1 | i | i
O=C(Nc1ccccc1)OCCOc1ccccc1Br | i | i
CC(Nc1oc(-c2ccco2)nc1C#N)c1ccccc1 (stereo not given) | i | i
COc1ccccc1C1CC(=O)NC(C)=C1C(=O)OCC1CCCO1 (stereo not given) | i | i
c1cnc(N2CCSCC2)nc1 | i | i
Cc1ccc2c(=O)c(CN3CCCCCC3)c(C)[nH]c2c1C | i | i
C=CCn1c(Cc2csc(N)n2)nnc1SCC(=O)Nc1ccccc1C(F)(F)F | i | i
Nc1c(-c2ccccc2)cnn1C1CCS(=O)(=O)C1 (stereo not given) | i | i
O=C(Nc1ccc2c(c1)oc1ccccc12)c1cccnc1 | i | i
CCOc1ccc(NC2c3ccccc3C(=O)N2Cc2ccc3c(c2)OCO3)cc1 (stereo not given) | i | i

Carrying on:
Structure | CHT allo act | CHT inh
CCOC(=O)CSc1nc2c(sc(=S)n2-c2ccc(CC)cc2)c(=O)[nH]1 | i | i
COC(=O)C1=C(CCc2ccccc2)NC(=O)NC1c1ccc([N+](=O)[O-])cc1 (stereo not given) | i | i
O=[N+]([O-])c1cnc(Nc2ccccc2)nc1Nc1ccccc1 | i | i
Cc1ccc(C2Nc3ccccc3C(=O)N2Cc2ccco2)cc1 (stereo not given) | i | i
O=C(OCCN1C(=O)c2ccccc2C1=O)c1cc2ccccc2o1 | i | i
COc1ccc(CCNS(=O)(=O)c2cccc(C)c2)cc1OC | i | i
O=c1c2cn[nH]c2nc(SCc2ccc3c(c2)OCCO3)n1-c1ccccc1 | i | i
COc1ccc(Cl)cc1C(=O)NCc1cnn(C)c1C | i | i
Cc1ccccc1C(=O)NCc1ccncc1 | i | i
COc1ccc(N(C)C(=O)Cc2c(C(=O)O)[nH]c3ccccc23)cc1 | i | i
